# JMJD2E inh – JMJD2E (human) inhibition; B2RXH2; JMJD2E catalytic domain, FDH-coupled NADH fluorescence (FDH is formaldehyde dehydrogenase); Potency, µM (highest dose often 57.1 µM), for the others: at the top dose activity change, negative = inhibition, actives largely listed as inhibitors; 230,000 tested, 1.6% active; active = well fitted inhibition curve with a large enough effect, not every such curve was filed as active; inconclusive = small, poorly fitted or top-dose-only effect, or another doubt; inactive = no such curve, though single readings can be large or run the other way;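 note: 0% = wells with enzyme and -100% = buffer wells without enzyme; nearly all actives have a fitted effect of over 50% in size; many of its hits are not listed in these tables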
# RECQ1 helicase – RECQ1 (human) helicase inhibition; P46063; Potency, µM (titrated, usually from 57.3 µM), without a hit: at the highest dose activity, negative = inhibition, hits mostly inhibitors; AID 2549; RECQ1 DNA unwinding, red fluorescence kinetic read; 240,000 tested, 0.54% active;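 note: plate controls were vehicle for no effect and no enzyme for full effect; nearly all actives have a fitted effect of over 30% in size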
#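 50 nM RECQ1T1 preincubated 15 min with compound in Tris pH 8.0 buffer with MgCl2, DTT, Tween-20 and 2.5 ug/ml poly(dI-dC); started with 200 nM TAMRA/BHQ-2 forked duplex and 2 mM ATP. Unwinding read as fluorescence (525/598 nm), two reads 2 h apart.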
# Tau ThT inhib – blocks human tau fibril formation measured by thioflavin T; 270,000 tested, 2.1% active; Potency, µM (doses to about 57.4 µM), for inactives: top-dose activity, negative = inhibition, usual class: inhibitors; recombinant tau K18 P301L (four-repeat tau fragment), heparin-induced fibrillization, ThT fluorescence; AID 1460; P10636; note: nearly all actives have a fitted effect of over 55% in size
# Target sequence (P10636 561-689 P618L limits assumed): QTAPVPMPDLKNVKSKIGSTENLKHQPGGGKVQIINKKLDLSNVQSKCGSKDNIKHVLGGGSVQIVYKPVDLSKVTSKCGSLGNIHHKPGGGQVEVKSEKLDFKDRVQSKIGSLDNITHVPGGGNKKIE
#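 Recombinant human tau K18 fragment […] carrying P301L, 15 uM unlabeled plus 0.24 uM Alexa 594-labeled, was fibrillized with 20 uM heparin in 100 mM sodium acetate pH 7 for 6 hr at 37 C; 30 uM ThT fluorescence read after 1 hr.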
# TRb SRC2 PPI – disrupts binding of human TR beta to SRC2 | P10828 | TRbeta-SRC2 peptide binding, fluorescence polarization; receptor liganded with 1 µM T3 | Potency, µM (series often up to 106 µM), inactives show at the top dose activity change, negative = inhibition, hits mostly inhibitors | 280,000 tested, 0.065% active;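 note: plate controls were bound peptide for no effect and peptide without receptor for full effect; nearly all actives have a fitted effect of over 50% in size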
#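 Compounds were added to 0.6 uM TRb ligand-binding domain and 20 nM Texas Red-labeled SRC2 peptide in Tris buffer containing 1 uM T3, incubated 5 hr at ambient temperature, then read by fluorescence polarization.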
# TexasRed fluor – alters Texas Red total fluorescence, flagging assay interference | TRb/SRC2 Texas Red total fluorescence interference | Potency, µM (doses to about 106 µM), for the others: at the highest dose fluorescence change, negative = quenching | 280,000 tested, 0.29% active; active = well fitted curve in either direction with a large enough effect; inconclusive = small, poorly fitted or top-dose-only effect
#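 Human TRβ ligand-binding domain (0.6 uM) and Texas Red SRC2 peptide (20 nM) in Tris buffer with 1 uM T3 and 5% DMSO were incubated with pinned compound for 5 hr at ambient temperature. Total fluorescence was computed as S + 2P (555/632 nm).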
# Tau fibril FP – tau fibrillization inhibition (FP). P10636. K18 P301L tau heparin fibrillization, Alexa594 FP, 6 h. Potency, µM (series often up to 57.7 µM), inactives show at the top dose activity, negative = inhibition, actives largely listed as inhibitors. 280,000 tested, 0.39% active; note: nearly all actives have a fitted effect of over 55% in size
#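 Steps: dispense K18 P301L tau (15 uM plus 0.24 uM Alexa 594 tracer, final) in pH 7 sodium acetate; add compound; add heparin (20 uM final); incubate 6 hr, 37 C; add ThT (30 uM final); after 1 hr ambient, read FP.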
# L3MBTL1 block – inhibitors of human L3MBTL1; AlphaScreen L3MBTL1–H3K9me1 peptide binding; Potency, µM (top dose mostly 57.1 µM), without a hit: at the top dose activity, negative = inhibition, hits mostly inhibitors; 230,000 tested, 0.66% active; AID 485360; note: nearly all actives have a fitted effect of over 60% in size
# Target sequence (Q9Y468 whole entry, looked up): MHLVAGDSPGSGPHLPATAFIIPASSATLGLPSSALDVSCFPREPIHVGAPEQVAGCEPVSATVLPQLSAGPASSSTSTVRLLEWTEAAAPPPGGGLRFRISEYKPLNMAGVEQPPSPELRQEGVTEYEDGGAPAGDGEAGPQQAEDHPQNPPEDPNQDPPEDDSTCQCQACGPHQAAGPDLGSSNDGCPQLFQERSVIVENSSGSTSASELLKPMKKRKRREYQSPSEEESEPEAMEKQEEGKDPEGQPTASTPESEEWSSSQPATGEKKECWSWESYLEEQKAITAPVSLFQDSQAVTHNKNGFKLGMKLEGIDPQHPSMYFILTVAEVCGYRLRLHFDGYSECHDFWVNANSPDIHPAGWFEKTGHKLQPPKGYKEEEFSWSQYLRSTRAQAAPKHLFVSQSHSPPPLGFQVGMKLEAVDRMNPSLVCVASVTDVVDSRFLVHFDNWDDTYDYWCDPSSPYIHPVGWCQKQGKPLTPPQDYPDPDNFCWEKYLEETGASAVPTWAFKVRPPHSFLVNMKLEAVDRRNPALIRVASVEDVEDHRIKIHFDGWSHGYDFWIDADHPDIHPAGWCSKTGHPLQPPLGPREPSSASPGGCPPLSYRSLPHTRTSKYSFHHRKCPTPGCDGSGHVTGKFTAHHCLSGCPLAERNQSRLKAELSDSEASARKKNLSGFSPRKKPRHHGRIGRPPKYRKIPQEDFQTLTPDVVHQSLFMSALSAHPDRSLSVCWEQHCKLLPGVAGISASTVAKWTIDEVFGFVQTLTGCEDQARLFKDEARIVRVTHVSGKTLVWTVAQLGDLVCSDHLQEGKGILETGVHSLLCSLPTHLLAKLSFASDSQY
#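 L3MBTL1 (50 nM) pre-complexed 30 min with biotinylated H3(1-15)K9me1 peptide (75 nM), then compounds added for 30 min at room temperature; AlphaScreen streptavidin donor/nickel chelate acceptor beads (10 ug/mL final) read after 30 min dark incubation.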
# RGS12 GoLoco inh – RGS12 GoLoco-Gai1 interaction inhibition | Potency, µM (doses to about 61.6 µM), for the others: top-dose activity, negative = inhibition, actives largely listed as inhibitors | P63096 | Gai1:RGS12 GoLoco peptide FP, rhodamine, 10 min | 230,000 tested, 0.44% active; active = well fitted inhibition curve with a large enough effect, not every such curve was filed as active; inactive = no such curve, though single readings can be large or run the other way; note: nearly all actives have a fitted effect of over 30% in size; many of its hits are not listed in these tables
# * marks the source's active call; other numbers are inactive results; i = inactive; ? = inconclusive; . = not tested or not shown; [ ] = dose if it differs, or a comment. Unless noted, calls come from the whole dose curve; as a rule, active = well fitted curve in the direction sought with a large enough effect; inconclusive = small, poorly fitted or top-dose-only effect, or another doubt; inactive = no such curve, though single readings can be large; an effect the other way counts as inactive or inconclusive. Unless noted, % is set by controls: 0 for no effect and ±100 for the full control effect; potency is the fitted concentration of half-maximal effect. A portion of the library (hit frequency here may not be typical).
SMILES,JMJD2E inh,RECQ1 helicase,Tau ThT inhib,TRb SRC2 PPI,TexasRed fluor,Tau fibril FP,L3MBTL1 block,RGS12 GoLoco inh
CCc1ccccc1NC(=O)CCN1C(=O)C2C3CCC(C3)C2C1=O (centres undefined),3%,-1%,-1%,-2%,-2%,4%,.,4%
CCOc1ccc(N(C)S(=O)(=O)c2ccc3[nH]cc(C(=O)NCC4CCCO4)c(=O)c3c2)cc1 (centres undefined),0%,-1%,-6%,2%,0%,?,9%,7%
Cc1c(NC(=O)CN2CCN(C(c3ccccc3)c3ccccc3)CC2)c(=O)n(-c2ccccc2)n1C,9%,?,-6%,-8%,0%,4%,.,4%
CSc1ccc(CNC(=O)CCn2ccc3cc(S(=O)(=O)N4CCC(C)CC4)ccc32)cc1,.,.,4%,2%,0%,-1%,.,.
CCOC(=O)CSc1c(-c2cccs2)[nH]c2ccccc12,-6%,-21%,?,8%,-2%,?,-3%,6%
CC12CCC(C(=O)Nc3ccccc3Cl)(C(Br)C1=O)C2(C)C (centres undefined),6%,-4%,12%,0%,-7%,13%,-3%,-3%
Cc1ccccc1NC(=O)C(C)n1c2ccccc2c2nc(=O)cc(C)n21 (centres undefined),?,-6%,.,-7%,2%,2%,.,3%
CCCCc1ccc(NC(=O)CC(C)C)cc1,-12%,i,-6%,-1%,-3%,-10%,8%,9%
O=C(Cn1cc2c(n1)CCCC2)NC1CCCCCC1,2%,-4%,-11%,0%,0%,-1%,-11%,3%
O=S(=O)(Nc1ncccn1)c1ccc(NC(=S)Nc2ccc(Cl)cc2)cc1,0%,8%,15%,-2%,0%,-16%,6%,7%
Cc1nc2cc(NCc3ccccc3O)ccc2n1Cc1ccccc1,40µM*,-16%,?,-3%,-3%,13%,-15%,-1%
Cc1nn(-c2ccccc2)c(C)c1C1C(C#N)=C(N)Oc2n[nH]c(C)c21 (centres undefined),9%,1%,6%,4%,1%,7%,-2%,1%
Cc1cc(C)c(C2C(C#N)=C(N)Oc3n[nH]c(C)c32)cc1CN1CCCC1 (centres undefined),-6%,i,?,-2%,-1%,-4%,-26%,3%
O=C1/C(=C/c2ccccn2)SC(=S)N1CCc1ccccc1,22%,-1%,-9%,0%,3%,-7%,-13%,-3%
CCOC(=O)CSc1nnc(CNc2cccc(Cl)c2)n1C,-3%,-4%,-4%,-3%,2%,4%,22%,-9%
COC(=O)Cc1csc(Nc2ccc(F)c(Cl)c2)n1,0%,-6%,?,2%,0%,?,-4%,10%
Cc1ccsc1CNC12CC3CC(CC(C3)C1)C2,9%,i,0%,-3%,-7%,7%,5%,10%
COc1ccc([N+](=O)[O-])cc1/C=N/Nc1nn[nH]n1,3%,-9%,-15%,2%,-4%,5%,28%,8%
CCn1c(C(=O)N2CCC(C(=O)NCCCSC3CCCCC3)CC2)cc2sccc21,-2%,-7%,?,12%,-1%,-2%,.,43%[activator]
O=C(Nc1nc2ccccc2n1Cc1ccccc1)c1ccc(COc2ccccc2[N+](=O)[O-])o1,10%,-2%,-17%,11%,-1%,-4%,-2%,2%
CC(C)(C)c1ccc(/C=N/Nc2ccc(C(=O)O)cc2)cc1,5%,-11%,?,2%,-2%,?,-5%,-14%
CC1CCCCC1NC(=O)CSc1nnc(N)s1 (centres undefined),3%,-7%,-2%,-7%,-3%,1%,0%,-5%
O=C(CCN1C(=O)COc2ccccc21)N1CCCCC1,5%,-13%,-7%,-1%,0%,6%,.,1%
COc1cc([N+](=O)[O-])ccc1NC(=O)CC1SC(=Nc2ccc(F)cc2)N(CCC2=CCCCC2)C1=O (centres undefined),1%,-13%,-10%,7%,1%,-6%,-2%,13%
COc1cccc(CN2CCN(C3CCN(c4ccccc4C)CC3)CC2CCO)c1 (centres undefined),2%,15%,-12%,-1%[53 µM],-1%[53 µM],-1%,-2%,11%
CC1(C)CC(=O)C(C(=S)Nc2ccccc2)=C(NC2CC(C)(C)NC(C)(C)C2)C1,1%,i,-1%,0%,0%,0%,5%,18%
Cc1[nH]nc(Nc2ccc(C(C)C)cc2)c1[N+](=O)[O-],10%,-2%,13µM*,-1%,-3%,-1%,-2%,-6%
O=C(NCC1CCCO1)C1CCCN(c2ncccn2)C1 (centres undefined),4%,-16%,8%,2%,-2%,3%,2%,1%
O=C(Nc1nc2n(n1)C(c1ccc(F)cc1)C=C(c1ccc(Cl)cc1)N2)c1ccco1 (centres undefined),.,.,-8%,0%,1%,-3%,.,.
CN1CCN(Cc2cc(Cl)c3cccnc3c2OC(=O)c2cccs2)CC1,?,-7%,-16%,2%,3%,-4%,-18%,-3%
CCOCCCNCc1ccc(OCC(=O)N2CCOCC2)c(OC)c1,-2%,i,-7%,-3%,-1%,0%,5%,9%
CC1CCCC(NC(=O)CSc2nnc(N)s2)C1C (centres undefined),0%,-3%,16%,-18%,0%,-7%,55%[activator],-5%
O=C1CCC(=O)N1OCCOc1ccccc1,11%,-8%,-1%,0%,-1%,-2%,-3%,11%
O=C(Nc1ccc(F)cc1)N(Cc1nnc2n1CCCCC2)c1ccccc1,-3%,20%,-17%,6%,3%,-4%,11%,-2%
CC(=O)C1=C(C)NC(SCC(=O)c2ccccc2)=C(C#N)C1c1ccco1 (centres undefined),-30%,i,22µM*,-14%,2%,-2%,-14%,1%
CCOc1ccc(NC(=O)c2ccc(CC)s2)c([N+](=O)[O-])c1,-5%,i,?,-7%,1%,-3%,-19%,35%[activator]
Cn1c(=O)c2c(nc(Cc3ccc(N)cc3)n2C)n(C)c1=O,-5%,-2%,-2%,-6%,1%,9%,8%,-10%
CCC(C(=O)c1ccccc1)P(=O)(NN)c1ccccc1 (centres undefined),9%,-1%,-7%,-8%,0%,1%,0%,3%
O=C1CN(C(=O)Cc2ccc(F)cc2)C(c2ccccc2)c2cc(Br)ccc2N1 (centres undefined),.,.,-13%,9%,-4%,-6%,.,.
Cc1ccc(NC(=S)N2CCN(c3ncccn3)CC2)cc1C,-6%,-3%,-11%,-1%,0%,7%,-2%,6%

# Reformatted with each value named: entries from further up
> CC(=O)C1=C(C)NC(SCC(=O)c2ccccc2)=C(C#N)C1c1ccco1 (centres undefined)
  JMJD2E inh = -30%
  RECQ1 helicase = i
  Tau ThT inhib = 22µM*
  TRb SRC2 PPI = -14%
  TexasRed fluor = 2%
  Tau fibril FP = -2%
  L3MBTL1 block = -14%
  RGS12 GoLoco inh = 1%
> CCOc1ccc(NC(=O)c2ccc(CC)s2)c([N+](=O)[O-])c1
  JMJD2E inh = -5%
  RECQ1 helicase = i
  Tau ThT inhib = ?
  TRb SRC2 PPI = -7%
  TexasRed fluor = 1%
  Tau fibril FP = -3%
  L3MBTL1 block = -19%
  RGS12 GoLoco inh = 35%[activator]

# Back to the main list with the 2 entries that preceded the break.
SMILES,JMJD2E inh,RECQ1 helicase,Tau ThT inhib,TRb SRC2 PPI,TexasRed fluor,Tau fibril FP,L3MBTL1 block,RGS12 GoLoco inh
O=C1CN(C(=O)Cc2ccc(F)cc2)C(c2ccccc2)c2cc(Br)ccc2N1 (centres undefined),.,.,-13%,9%,-4%,-6%,.,.
Cc1ccc(NC(=S)N2CCN(c3ncccn3)CC2)cc1C,-6%,-3%,-11%,-1%,0%,7%,-2%,6%
COc1ccc(C2C(C(=O)OCC3CCCO3)=C(C)NC3=C2C(=O)CC(c2ccco2)C3)cc1O (centres undefined),-17%,-19%,-17%,2%,0%,-1%,-21%,1%
CCc1ccc[n+](-c2[nH]c(=O)sc2/C=N/N=C(\N)[O-])c1,-8%,-2%,.,7%,0%,-5%,.,1%
Cc1cccc(NC(=O)Nc2ccc(S(N)(=O)=O)cc2)c1,2%,1%,5%,9%,0%,7%,6%,-1%
O=C(Oc1oc(-c2ccco2)nc1C=Nc1ccccc1)c1ccco1,-1%,-12%,?,-11%,-4%,?,12%,-2%
CCCCOc1ccc(C2=NNC(=O)CC2)cc1,0%,-3%,-19%,-14%,2%,5%,4%,5%
CC12CCC3c4ccc(OCc5ccccc5)cc4CCC3C1CC(O)C2O (centres undefined),-1%,i,?,-5%,-1%,5%,.,-7%
COC(=O)[C@@]1(Cc2ccccc2)[C@H]2c3cc(C(=O)N4CCCC4)n(CC4CC4)c3C[C@H]2CN1C(=O)c1ccccc1,1%,i,?,3%,1%,-8%,.,6%
CCN(Cc1ccncc1)C(=O)CC1C(=O)NCCN1Cc1ccc(F)c(F)c1 (centres undefined),?,i,-6%,-12%,1%,-5%,-4%,-21%
Cc1ccc2c(c1)nnn2C1CCN(S(=O)(=O)c2ccc(C(=O)N(C)C3CCCCC3)cc2)CC1,4%,-2%,-9%,7%,-5%,2%,1%,8%
COc1ccc(-c2c(C(C)=O)c(C)nc3sc4c(c23)NC(c2ccccc2)NC4=O)cc1 (centres undefined),12%,-2%,-6%,-3%,-1%,-4%,4%,6%
CCCCCCC(=O)Nc1nc(C)c(-c2csc(Nc3ccccc3OC)n2)s1,?,-10%,?,-9%,2%,16%,-4%,41%[activator]
COc1cc(S(=O)(=O)Nc2ccc(C)cc2)ccc1N=Cc1c(C)[nH]n(-c2ccccc2)c1=O,-4%,11%,8%,1%,-1%,15%,-19%,-6%
COc1ccccc1NC(=O)Nc1cccc(NC(C)=O)c1,2%,-2%,-15%,-1%,-2%,-4%,4%,-5%
O=C(O)C(c1ccccc1)N1C(=O)/C(=C/c2cccs2)SC1=S (centres undefined),-13%,-8%,?,2%,-3%,-8%,-9%,2%
CNc1c(NC(=O)c2cc(OC)cc(OC)c2)c(=O)oc2ccccc12,.,.,3%,-3%,-2%,0%,.,.
Cc1ccn2c(Nc3ccc4c(c3)OCO4)c(-c3ccc(N(C)C)cc3)nc2c1,.,.,?,0%,-1%,0%,.,.
Cn1c(=O)n(C)c2cc(NC(=O)c3ccccc3[N+](=O)[O-])c(Br)cc21,4%,14%,8%,0%,1%,3%,?,2%
N#Cc1ccccc1NC(=O)COc1c(Br)cc(Br)c2cccnc12,-2%,-12%,-17%,3%,-2%,-1%,-13%,15%
Cc1cccc(Cn2c(SCc3ccc(C(=O)NCc4ccccc4F)cc3)nc3cccnc32)c1,.,.,6%,5%,-2%,0%,.,.
Clc1cccc(-c2nn3c(COc4ccccc4)nnc3s2)c1,8%,i,-8%,-4%,0%,-1%,2%,6%

# Assay outcomes from PubChem BioAssay.
